HTR5A inv ag: HTR5A inverse agonists in luminescence cell assay, primary screen, counter-screen for OPRM1-OPRD1 heterodimer inverse agonist project, full-deck HTS. HTR5A cell line, inverse agonism. inhibition, % at 9.3 µM. 340,000 tested, 0.083% active. AID 504634, 2011; in the data active means inhibition mostly above about 23%, no sharp cut-off; inactive means mostly below about 18%;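 further: 0% = cells with DMSO and 100% = no-cell wells with DMSO; some compounds called inactive have numbers as strong as hits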
PKA-R1A activ: activators of PKA-R1A holoenzyme, primary screen, biochemical, fluorescence polarization, Cy5-IP20, bovine R1A, mouse PKAc; PKA-R1A dissociation; scaled: DMSO 0%, 113 µM cGMP 100%; activation, % at 11.4 µM; 340,000 tested, 0.083% active; cAMP-dependent protein kinase type I-alpha regulatory subunit (Bos taurus) + …;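 active means percent activation above the mean of all tested compounds plus 3 SD, cut at about 19% in these data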;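 further: higher means more PKAc released from R1A so a rise in polarization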
phage Ecoli inh: growth loss of phage-infected E. coli, primary screen, RecBCD inhibitor project, absorbance, with phage, HTS | inhibition, % at 11.9 µM | 360,000 tested, 0.26% active; in the data active means inhibition above about 11%
CDK5 inh: inhibitors of human CDK5/p35 kinase, primary screen, biochemical, single concentration; Cyclin-dependent kinase 5 (Homo sapiens) + Cyclin-dependent kinase 5 activator 1 (Homo …; Recombinant CDK5/p35, ADP-Glo luminescence, 60 min; inhibition, % at 10 µM; 330,000 tested, 0.01% active;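 active means highest replicate inhibition of at least 50% and at least 75% of replicates reaching 50%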;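 further: plate controls were DMSO neutral control for no effect and GW8510 at 10 µM for full effect; many of its hits are not listed in these tables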
HTR5A ag: HTR5A agonists in luminescence cell assay, primary screen, counter-screen for OPRM1-OPRD1 heterodimer agonist project, full-deck HTS; cell-based; AID 504692, 2011; 340,000 tested, 0.61% active; activation, % at 9.3 µM; in the data active means activation mostly above about 9.5%, no sharp cut-off; inactive means mostly below about 7.6%;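 further: 0% = cells with vehicle only and 100% = reference agonist; strong numbers were not always called active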
AddAB inh: growth inhibition of E. coli expressing H. pylori AddAB, primary screen, AddAB inhibitor project, absorbance; inhibition, % at 11.9 µM; 330,000 tested, 0.29% active; AID 435030, 2010; in the data active means inhibition above about 12%;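 further: 0% = vehicle wells of infected cells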
E coli growth: E. coli V3065 growth inhibition, primary screen, counter-screen for AddAB inhibitor project, absorbance, OD600; 18 h; inhibition, % at 11.9 µM; 330,000 tested, 0.27% active;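 active means inhibition above the campaign's mean inhibition across all tested compounds plus 3 SD, cut at about 9.9% in these data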;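 further: uninfected addAB+ strain grown without phage in ampicillin broth; 0% = DMSO wells and 100% = ciprofloxacin 0.95 µg/ml wells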
DAGLB inhibitor: DAGLB lipase inhibitors, primary screen, biochemical, fluorescence, HTS; HEK293T DAGLB membrane lysate, EnzChek fluorogenic substrate; inhibition, % at 5.17 µM; 340,000 tested, 0.059% active; AID 504411, 2011; in the data active means inhibition above about 34%;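 further: 0% = enzyme with vehicle and 100% = wells lacking enzyme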
Target sequence (Q8NCG7 whole entry, looked up): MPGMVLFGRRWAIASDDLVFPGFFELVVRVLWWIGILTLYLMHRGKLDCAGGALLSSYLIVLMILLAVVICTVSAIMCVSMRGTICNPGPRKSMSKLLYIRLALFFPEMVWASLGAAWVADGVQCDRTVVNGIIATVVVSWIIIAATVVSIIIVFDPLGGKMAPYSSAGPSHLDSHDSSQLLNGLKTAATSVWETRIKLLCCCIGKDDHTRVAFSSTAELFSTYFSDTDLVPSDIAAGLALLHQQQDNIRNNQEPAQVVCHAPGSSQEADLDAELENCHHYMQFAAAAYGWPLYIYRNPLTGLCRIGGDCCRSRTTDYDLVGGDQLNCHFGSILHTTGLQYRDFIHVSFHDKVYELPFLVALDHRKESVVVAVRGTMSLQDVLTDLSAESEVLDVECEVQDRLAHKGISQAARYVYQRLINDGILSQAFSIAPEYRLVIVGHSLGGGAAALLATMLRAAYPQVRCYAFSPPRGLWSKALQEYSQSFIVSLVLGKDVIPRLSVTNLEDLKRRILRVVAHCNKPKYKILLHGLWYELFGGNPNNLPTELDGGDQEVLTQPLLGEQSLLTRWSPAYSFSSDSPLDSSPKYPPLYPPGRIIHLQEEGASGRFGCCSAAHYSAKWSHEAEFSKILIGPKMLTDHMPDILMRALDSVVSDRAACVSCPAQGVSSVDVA
PKA-R2B act: activators of PKA-R2B holoenzyme, primary screen, biochemical, fluorescence polarization, Cy5-IP20, human | 340,000 tested, 0.079% active | cAMP-dependent protein kinase catalytic subunit beta (Homo sapiens) + cAMP-dependent … | AID 504700, 2011 | activation, % at 11.4 µM | PKA-R2B holoenzyme dissociation; R2B truncated from residue 108, S112A mutant; 0% DMSO only, 100% 113 µM cGMP;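 active means activation above a cutoff set at the mean over all compounds plus 3 SD, cut at about 18% in these data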;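 further: higher means more holoenzyme dissociation and a rise in polarization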
Target sequence (P31323 whole entry, looked up, other chains not shown, the tested form may be a part): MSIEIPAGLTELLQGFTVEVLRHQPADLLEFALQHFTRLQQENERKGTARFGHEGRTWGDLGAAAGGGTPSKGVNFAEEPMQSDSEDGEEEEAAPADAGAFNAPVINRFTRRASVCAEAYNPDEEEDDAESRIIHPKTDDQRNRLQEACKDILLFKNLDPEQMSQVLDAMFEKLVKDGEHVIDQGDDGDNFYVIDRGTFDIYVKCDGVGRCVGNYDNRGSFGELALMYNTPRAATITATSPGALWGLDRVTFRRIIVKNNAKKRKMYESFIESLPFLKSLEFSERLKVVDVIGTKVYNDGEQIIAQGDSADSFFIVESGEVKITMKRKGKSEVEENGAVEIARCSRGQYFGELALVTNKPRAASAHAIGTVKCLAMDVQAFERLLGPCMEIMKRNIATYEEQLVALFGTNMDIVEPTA
Tat export inh: E. coli Tat export inhibitors, primary screen, MC4100, TorA-mCherry reporter, fluorescence, single point | AID 488895, 2010 | 340,000 tested, 0.036% active | inhibition, % at 10 µM;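 active means mean replicate inhibition at least 50% and at least half of replicates individually reaching 50%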;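 further: exported cargo escapes ClpAP degradation while cytoplasmic cargo is degraded and loses fluorescence; 0% = median of neutral control wells and 100% = median of NaSCN control wells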
Mot1-301 SUMO: yeast Mot1-301 growth rescue at high temperature, primary screen, SUMOylation pathway inhibitor project, S. cerevisiae, ATP luminescence, 38.5C. 320,000 tested, 1% active. growth rescue, % at 18.8 µM. S. cerevisiae Mot1-301 growth rescue; percent above DMSO median, 100 means doubled;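 active means every valid replicate shows activation above 250% relative to neutral control wells; inactive means the rest, any valid replicate at or below 250%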;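 further: OY570 slx delta 5 strain wells were the positive control but not used for scaling; some compounds called inactive have numbers as strong as hits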
* hit, by the source's call; x = no result given.

SMILES	HTR5A inv ag	PKA-R1A activ	phage Ecoli inh	CDK5 inh	HTR5A ag	AddAB inh	E coli growth	DAGLB inhibitor	PKA-R2B act	Tat export inh	Mot1-301 SUMO
CCOCCCNC(=O)c1ccc(C2SCC(=O)N2Cc2ccccc2)cc1 (stereo unspecified)	-3	-2	2.2	0.1	1	0.7	-3.7	1	0	7	-5
Cc1ccc(S(=O)(=O)N(C)C)cc1NC(=O)CCCNC(=O)c1ccc(Cl)cc1	14	6	0.3	-0.2	2	-0.4	-1.4	0	2	-8	-4
Cc1cc(-c2nnc(CCC(=O)NC(c3ccccc3)c3ccccc3)o2)no1	16	5	5.9	-5.5	-2	1.7	-0.1	0	-6	4	-15
CCc1nnc(NC(=O)CN2CCN(Cc3ccc(F)cc3)CC2)s1	9	9	0.0	-0.9	-2	3.4	0.9	-1	6	2	-2
O=[N+]([O-])c1ccc(CSc2nnc(Cc3ccccc3)n2-c2ccc(F)cc2)cc1	8	6	1.5	-0.5	-2	2.5	0.8	-5	-10	13	2
Cn1cnc([N+](=O)[O-])c1S(=O)(=O)Oc1ccc(Cl)cc1	24	-6	1.2	1.6	-6	x	x	-11	-15	-4	x
CN(C(=O)CN1C(=O)S/C(=C\c2cccc(Cl)c2)C1=O)C1CCS(=O)(=O)C1 (stereo unspecified)	-10	-9	-0.6	-0.2	2	2.5	1.2	0	-14	0	88
CCCn1c2ccccc2c2cnn(CC(=O)NC3CCCCC3C)c(=O)c21 (stereo unspecified)	3	-9	3.6	-0.2	-1	2.4	-0.4	-1	9	1	-12
CCOC(=O)C1(Cc2cccc(Cl)c2)CCCN(C(=O)c2c(CC)noc2C)C1 (stereo unspecified)	22	8	2.4	-0.4	-3	2.2	-0.9	-4	2	7	46
Cc1csc2c(SCC(=O)NNS(=O)(=O)c3cccc(C(F)(F)F)c3)ncnc12	-16	-3	2.1	-2.0	-1	0.2	0.0	-2	-7	2	-13

Gathered by group, the entries above with a nitro group on carbon (two)
SMILES	HTR5A inv ag	PKA-R1A activ	phage Ecoli inh	CDK5 inh	HTR5A ag	AddAB inh	E coli growth	DAGLB inhibitor	PKA-R2B act	Tat export inh	Mot1-301 SUMO
O=[N+]([O-])c1ccc(CSc2nnc(Cc3ccccc3)n2-c2ccc(F)cc2)cc1	8	6	1.5	-0.5	-2	2.5	0.8	-5	-10	13	2
Cn1cnc([N+](=O)[O-])c1S(=O)(=O)Oc1ccc(Cl)cc1	24	-6	1.2	1.6	-6	x	x	-11	-15	-4	x

Further structures follow:
SMILES	HTR5A inv ag	PKA-R1A activ	phage Ecoli inh	CDK5 inh	HTR5A ag	AddAB inh	E coli growth	DAGLB inhibitor	PKA-R2B act	Tat export inh	Mot1-301 SUMO
Cc1ccc(OCCn2c(=O)n(C)c3ccccc32)cc1	-11	-1	4.6	-0.3	4	4.2	1.3	-2	0	-5	-3
CCCS(=O)(=O)N1CCN(S(=O)(=O)c2ccccc2)CC1	13	-4	1.0	-2.0	3	2.6	0.0	-2	-14	0	-2
Cc1cccc(C(=O)NNC(=O)c2ccccc2[N+](=O)[O-])c1	-5	3	2.5	8.2	1	2.2	0.3	-2	10	-1	-9
CCOC(=O)C1=C(C)NC(C)=C(C(=O)OCC)C1C(=O)OCC(=O)N(C)C1CCS(=O)(=O)C1 (stereo unspecified)	4	-3	2.5	0.4	-1	0.7	0.2	-2	1	0	-8
CCOC(=O)c1c(C)nc2c(c1-c1ccc(OC)c(OC)c1)C(=O)c1ccccc1-2	-2	6	-0.8	0.8	1	0.6	0.4	-3	-2	3	5
CCOC(=O)n1c(=O)n(Cc2cccc(F)c2)c2ccccc21	-6	-2	2.1	0.9	2	5.0	1.0	-1	-3	-3	19
C/C(=N\OCC(=O)Nc1ccc2c(c1)OCCO2)c1ccc2c(c1)OCCO2	23	-11	1.5	1.3	-1	-0.9	0.3	-13	2	-6	27
O=S(=O)(c1ccc(F)cc1)N1CCCNCC1	-5	0	-4.3	0.9	1	2.4	-1.0	-2	-5	1	62
O=C(N/N=C\c1ccc(O)c([N+](=O)[O-])c1)c1ccccc1-n1cccc1	13	-1	0.1	0.0	-4	-0.5	-2.8	1	8	1	-3
CC(=O)Nc1ccc(S(=O)(=O)NCCc2ccc(F)cc2)cc1	-42	1	3.5	-4.3	5	0.3	-1.7	1	-4	1	-13
COc1ccccc1Nc1nc(N)nc(CN2CCc3ccccc3C2)n1	-4	4	-1.1	-1.5	1	-4.9	-6.4	-1	1	-1	138
CCOc1ccccc1OCC(=O)OCc1csc(CC(=O)Nc2ccccc2C)n1	-9	-5	2.2	0.6	3	0.2	1.0	-1	-7	2	-2
O=C(O)c1cc(=S)nc[nH]1	6	16	0.6	0.7	-2	x	x	0	7	-5	x
CCOc1ccccc1OCCCC(=O)N(CC)CC(=O)Nc1ccc(NC(C)=O)cc1	-10	2	-0.9	-0.8	4	-1.7	-2.4	1	3	-4	8
COCCCNC(=O)/C(C#N)=C/c1c(N2CCN(C)CC2)nc2ccccn2c1=O	6	-16	4.0	-0.3	-2	-0.7	-0.2	-2	-10	3	-12
O=C(Cc1ccccc1)Nc1ccc(C(=O)Nc2ccccc2C(=O)O)cc1	6	-4	-0.2	0.1	-2	-0.1	-0.6	5	3	-2	-8
O=c1oc(-c2ccc(O)c(O)c2)cc2cccc(O)c12	10	2	5.1	0.0	8	5.0	0.6	9	-13	1	x
CC1CN(C(=O)Nc2ccc(F)cc2F)CC(C)O1 (stereo unspecified)	-21	-3	1.6	0.6	6	-2.5	-2.0	0	0	-2	149
CN(Cc1ccccc1)S(=O)(=O)c1ccc(OCC(=O)NCc2ccncc2)cc1	-25	-4	2.5	0.9	8	4.1	0.6	0	8	31	386
COc1ccc(C(=O)OC2CCN(c3ncc(C(F)(F)F)cc3Cl)CC2)cc1	3	-3	4.6	-0.3	-1	0.3	-1.0	-8	3	5	-6
CC1Cc2ccccc2N1C(=O)CSc1nc(-c2ccco2)cc(C(F)(F)F)n1 (stereo unspecified)	5	-6	-2.4	-0.8	3	-1.5	-1.7	2	-10	-1	10
C=CCN1C(=O)C(CC(=O)Nc2ccccc2)SC1=Nc1ccc(S(N)(=O)=O)cc1 (stereo unspecified)	1	-23	0.2	0.9	1	-0.4	-0.4	-3	-2	-11	0
CCCCOc1ccccc1N	-3	-8	1.1	1.0	-4	1.8	-0.3	-2	-16	-4	1
NCCNCCNCCN	6	-5	3.6	1.6	-2	0.8	1.5	1	1	9	8
COC(=O)c1oc2ccccc2c1N	20	-12	-0.6	2.5	0	2.0	-0.4	-1	-3	2	-23
O=C(CCCNS(=O)(=O)c1cccc2nsnc12)NCCc1ccccc1	5	-1	4.6	-1.9	4	-0.5	0.3	1	1	-5	-3
CCOC(=O)c1ccc(NC(=O)c2nc[nH]c2C(=O)N[C@@H](CC(C)C)C(=O)OCc2ccccc2)cc1	-2	7	0.9	1.5	3	3.3	2.6	-2	6	-7	4
Cc1cc[n+](CCc2ccccc2)cc1C	1	-13	3.2	-1.2	0	2.0	0.6	0	10	-2	131
S=c1[nH]nc(C2CCCCC2)n1/N=C/c1ccc(Br)cc1	-41	7	3.6	2.5	11	1.5	-0.3	-1	7	5	1
Cc1cc(C)nc(N/N=C/c2cc3c(cc2[N+](=O)[O-])OCO3)n1	-29	-12	3.2	-2.6	4	2.3	0.5	0	5	9	-7
Cc1cc(NC(=O)CSCC(=O)Nc2ccccc2Oc2ccccc2)no1	3	-3	3.9	0.3	-1	0.8	-2.0	-4	-9	-1	16
C=CCn1c(=O)/c(=C/c2ccc(O)cc2)s/c1=C(/C#N)c1nnc2n1CCCCC2	8	-2	2.0	-0.8	0	4.2	0.7	-6	-4	-4	-19
CCOC(=O)c1sc(N(Cc2ccccc2)C(=O)CSc2nnc(C3CC3)n2N)nc1C	-3	-1	0.0	-1.4	-2	0.3	-1.4	4	1	2	-6
CC(C)C(NC(=O)/C=C/c1ccc(F)cc1)C(C)C	-52	-14	2.1	-1.3	0	1.9	1.3	0	-1	-6	288*
COc1cccc(-c2nnn(CC(=O)N3CCC(C)CC3)n2)c1	-13	1	-0.6	1.4	3	x	x	-2	2	3	11
CC1CC(=O)N(C)c2cc([N+](=O)[O-])ccc2N1 (stereo unspecified)	6	-3	2.7	-0.4	-1	2.3	-0.2	5	-13	1	0
CC(NC(=O)COc1ccccc1)C(=O)NC1=NCCS1 (stereo unspecified)	1	-13	1.1	0.4	0	1.3	1.7	-2	1	7	494
CSc1ccc(CNc2ccc(Cl)cc2)cc1	1	5	2.1	-0.6	1	2.6	1.4	-10	-6	0	55
Cc1ccnc2c1ccc1ccccc12	-23	-3	2.8	0.0	6	2.1	1.5	-3	0	0	-4
CCOc1ccccc1OCCCC(=O)Nc1ccc(Cl)c(S(=O)(=O)N2CCOCC2)c1	21	-13	0.0	0.7	-6	3.1	0.3	-2	-12	-2	-14
Cc1ccc(-c2csc(NC(=O)C3CC=CCC3C(=O)O)c2C(=O)OC(C)C)cc1 (stereo unspecified)	2	-14	1.4	0.9	-4	2.2	-0.5	7	-1	2	-10
CC(=O)Nc1ccc(NC(=O)Cn2c(=O)n(-c3ccc(F)cc3)c(=O)c3oc4ccccc4c32)cc1	11	-1	-0.1	-3.6	3	4.8	-0.9	4	3	3	x
CCOC(=O)CNC(=O)c1cc2c(=O)[nH]c3ccc(C)cc3c2s1	15	-2	1.0	1.4	-4	-1.6	-1.0	2	-6	-7	-4
Cc1ccc(C(=O)OCC(=O)NNC(=O)c2ccc([N+](=O)[O-])cc2)o1	-12	6	-0.2	-0.1	3	-1.5	-1.0	2	0	2	5
CCOC(=O)c1sc2nc(N3CCOCC3)c3c(c2c1N)CCCC3	-27	-1	1.4	-1.4	2	1.9	0.4	-5	-7	-6	382
Cn1cccc1/C=N/n1c(-c2ccccc2)n[nH]c1=S	-7	-3	-0.1	4.9	-6	1.7	1.9	1	-7	0	6
COc1ccccc1N1CCN(S(=O)(=O)c2cn(C)c(=O)n(C)c2=O)CC1	-19	7	3.0	-0.5	1	-0.5	0.2	0	-1	-2	-4
COc1ccc2cc3cc(C(=O)NCCN4CCc5ccccc5C4)sc3nc2c1	-8	-3	1.8	1.6	3	3.7	-0.1	-2	1	5	-4
CN(C)S(=O)(=O)c1cccc(NC(=S)N/N=C/c2ccco2)c1	-5	-10	2.1	3.7	4	-2.8	1.8	0	5	-3	-9
CCN(CC)S(=O)(=O)c1ccc2nc(SC)sc2c1	-34	-10	1.0	-4.6	-1	0.7	1.0	0	0	1	11
CCN1C(=O)N[C@@H](c2cccs2)C(C(=O)OC)=C1C	3	6	0.6	-1.3	-2	3.2	1.0	-2	-9	-2	-2

Compound activity deposited in PubChem BioAssay by several laboratories.
